Bioassay records deposited in PubChem BioAssay by National Center for Advancing Translational Sciences (NCATS).
Apoferritin bind: binds horse apoferritin like a general anesthetic | AID 485281 | hit rate 0.074% among 350,000 | apoferritin/1-aminoanthracene competitive binding, fluorescence | Potency, µM (highest dose often 77.5 µM), without a hit: at the highest dose activity change, negative = displacement, most hits filed as inhibitors; further: potency means the concentration at half of the fitted maximal effect; on the % scale 0 is the no-effect control and ±100 the full control effect; nearly all actives have a fitted effect of over 20% in size
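10 uM apoferritin + 50% sat. 1-AMA, PBS; cpd 10 min RT; Ex380/Em535 endpoint; normalized to free probe vs complex; 4-param Hill fit; propofol titration as pos. ctrl.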
Pol eta inh: DNA polymerase eta (human) inhibition; recombinant Pol eta, fluorescent DNA replication assay; Potency, µM (doses to about 114 µM), without a hit: top-dose activity change, negative = inhibition, hits mostly inhibitors; AID 588591; hit rate 1.2% among 390,000; Q9Y253; further: potency means the concentration at half of the fitted maximal effect; on the % scale 0 is the no-effect control and ±100 the full control effect
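Pol eta (10 nM) was preincubated with compounds for 15 min at room temperature, after which fluorescent replication substrate (50 nM final) was added to start the reaction. Fluorescence was read kinetically at 0 and 10 min.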
Pol iota inh: blocks human DNA polymerase iota activity | Pol iota fluorescent replication assay, 10 min | Potency, µM (titrated, usually from 115 µM), for the others: top-dose activity, negative = inhibition, actives largely listed as inhibitors | hit rate 1% among 390,000 | Q9UNA4; further: potency means the concentration at half of the fitted maximal effect
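Pol iota at 10 nM preincubated 15 min with compounds at room temperature; reaction started with fluorescent substrate, 50 nM final. Fluorescence read kinetically at 0 and 10 min; buffer-only wells as negative control.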
POLK inh: blocks human DNA polymerase kappa activity; purified Pol kappa, fluorescent DNA synthesis assay, 10 min; Potency, µM (highest dose often 107 µM), without a hit: top-dose activity, negative = inhibition, hits mostly inhibitors; hit rate 0.53% among 400,000; AID 588579; further: potency means the concentration at half of the fitted maximal effect; on the % scale 0 is the no-effect control and ±100 the full control effect
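Here, compound and 10 nM enzyme are combined for 15 min at room temperature; adding 50 nM substrate (final) starts DNA synthesis, tracked by fluorescence at 0 and 10 min against buffer-only wells.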
POLB inh: blocks human DNA polymerase beta activity; Potency, µM (top dose mostly 114 µM), without a hit: top-dose activity change, negative = inhibition, most hits filed as inhibitors; Pol beta primer extension/strand displacement, fluorescence kinetic; hit rate 1.3% among 340,000; P06746; further: potency means the concentration at half of the fitted maximal effect; on the % scale 0 is the no-effect control and ±100 the full control effect
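Preincubation: enzyme (10 nM) with compound, 15 min, RT. Reaction: substrate added to 50 nM final. Reads: 0 and 10 min. Analysis: normalized, Hill fit.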
APE1 inh: inhibitors of human APE1 endonuclease; P27695; recombinant APE1, TAMRA/BHQ-2 abasic DNA cleavage fluorescence; Potency, µM (doses to about 65.8 µM), inactives show top-dose activity change, negative = inhibition, hits mostly inhibitors; hit rate 0.35% among 350,000; AID 2517;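 further: potency means the concentration at half of the fitted maximal effect; plate controls were vehicle for no effect and reference inhibitor for full effect; nearly all actives have a fitted effect of over 55% in size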
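Quantitative HTS: incision of a TAMRA/BHQ-2 double-stranded substrate bearing a tetrahydrofuran abasic site by 0.75 nM APE1 raises fluorescence. Substrate 50 nM final, added after 15 min compound preincubation at room temperature; progress as third-minus-first kinetic read difference.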
LDHA inh: LDHA (human) enzyme inhibition | purified LDHA, NADH/diaphorase-resazurin fluorescence; hits give low values | activity change, % (values are at about 110 or 230 µM) | AID 1347041 | hit rate 0.15% among 480,000; in the data active means activity change below about -30%; inconclusive means mostly about -25% to -30%;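 further: plate controls were DMSO wells for no effect and wells without enzyme for full effect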
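Remaining NADH was detected by diaphorase (0.133 mg/mL) converting 37 µM resazurin to fluorescent resorufin, read at 0 and 20 minutes. The preceding 5-minute room-temperature reaction used 2 nM LDHA, 0.2 mM sodium pyruvate and 0.06 mM NADH at pH 7.4.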
Glioma ERSR ind: inducers of ER stress response in human glioma cells; hit rate 0.02% among 420,000; Potency, µM, without a hit: at the highest dose activation, most hits filed as activators; AID 602332; U87-MG GRP78 promoter luciferase reporter, 16 h; further: potency means the concentration at half of the fitted maximal effect; series mostly up to about 76 µM; % of control where 0% means no effect; nearly all actives have a fitted effect of over 35% in size
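ERSR induction read as luciferase luminescence (Bright-Glo, 10 min at room temperature) in stably transfected human U87-MG glioma cells exposed to compounds for 16 h, using GRP78 as sensor.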
BLM helicase inh: Bloom syndrome helicase (human) inhibition; recombinant BLM DNA unwinding, fluorescence dequenching; Potency, µM (top dose mostly 56.1 µM), for inactives: at the highest dose activity change, negative = inhibition, hits mostly inhibitors; hit rate 0.2% among 350,000; AID 2528;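 further: potency means the concentration at half of the fitted maximal effect; plate controls were vehicle for no effect and no enzyme for full effect; nearly all actives have a fitted effect of over 35% in size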
Target sequence (P54132 whole entry, looked up): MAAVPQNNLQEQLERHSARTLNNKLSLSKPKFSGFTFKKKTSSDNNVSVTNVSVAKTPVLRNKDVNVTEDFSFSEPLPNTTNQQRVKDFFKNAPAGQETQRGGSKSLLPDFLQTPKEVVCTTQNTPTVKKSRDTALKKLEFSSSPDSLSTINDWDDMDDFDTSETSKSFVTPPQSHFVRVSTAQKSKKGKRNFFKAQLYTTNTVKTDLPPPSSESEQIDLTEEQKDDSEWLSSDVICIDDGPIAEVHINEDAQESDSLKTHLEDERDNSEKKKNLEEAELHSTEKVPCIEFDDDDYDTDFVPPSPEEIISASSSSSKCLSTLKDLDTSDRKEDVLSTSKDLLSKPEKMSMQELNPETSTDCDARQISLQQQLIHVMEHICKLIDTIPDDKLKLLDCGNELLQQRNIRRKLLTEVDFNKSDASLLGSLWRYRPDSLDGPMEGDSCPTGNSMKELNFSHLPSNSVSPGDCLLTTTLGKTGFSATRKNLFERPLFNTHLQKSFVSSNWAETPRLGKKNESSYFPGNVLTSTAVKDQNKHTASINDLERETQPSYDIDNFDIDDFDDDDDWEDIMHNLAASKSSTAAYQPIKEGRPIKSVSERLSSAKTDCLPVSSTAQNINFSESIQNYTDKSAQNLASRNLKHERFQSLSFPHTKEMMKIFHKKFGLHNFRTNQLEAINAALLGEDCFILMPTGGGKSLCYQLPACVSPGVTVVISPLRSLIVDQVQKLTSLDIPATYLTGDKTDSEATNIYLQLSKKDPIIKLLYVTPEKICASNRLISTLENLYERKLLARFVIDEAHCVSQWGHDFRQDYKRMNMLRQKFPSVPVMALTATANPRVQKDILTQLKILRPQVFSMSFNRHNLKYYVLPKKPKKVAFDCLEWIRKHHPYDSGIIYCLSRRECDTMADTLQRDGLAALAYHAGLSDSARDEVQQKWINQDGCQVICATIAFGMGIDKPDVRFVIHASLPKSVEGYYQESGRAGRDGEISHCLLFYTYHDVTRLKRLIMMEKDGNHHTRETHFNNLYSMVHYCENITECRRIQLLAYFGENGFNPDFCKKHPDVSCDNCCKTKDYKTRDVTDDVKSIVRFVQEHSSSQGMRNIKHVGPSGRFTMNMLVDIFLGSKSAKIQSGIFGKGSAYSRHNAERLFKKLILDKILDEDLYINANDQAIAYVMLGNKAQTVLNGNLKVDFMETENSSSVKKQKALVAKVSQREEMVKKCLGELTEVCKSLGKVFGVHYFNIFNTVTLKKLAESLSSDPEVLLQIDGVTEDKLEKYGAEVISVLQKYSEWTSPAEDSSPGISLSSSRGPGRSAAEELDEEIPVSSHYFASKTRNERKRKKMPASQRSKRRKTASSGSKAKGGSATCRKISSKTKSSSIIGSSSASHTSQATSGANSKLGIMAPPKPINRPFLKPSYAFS
* = called active by the depositor; u = inconclusive; x = not tested or not shown; & = joins results of further samples; [ ] = remark or other dose. Unless noted, the call rests on the fitted dose curve; in most records, active means well fitted curve in the direction sought with a large enough effect; inconclusive means small, poorly fitted or top-dose-only effect, or another doubt; inactive means no such curve, though single readings can be large; an effect the other way counts as inactive or inconclusive. An excerpt; the hit share may differ from the screen's.

cpd | canonical_smiles | Apoferritin bind | Pol eta inh | Pol iota inh | POLK inh | POLB inh | APE1 inh | LDHA inh | Glioma ERSR ind | BLM helicase inh
1 | Cc1cccc(OC(=O)n2c(=S)oc3cc(Cl)ccc32)c1 | -17% | -10% | 0% | -16% | 5% | -9% | -5 | -2% | -1%
2 | CCOC(=O)c1c(C)c(C(=O)O)n(C)c1C | -6% | -8% | -13% | 0% | 3% | -3% | -6 | -1% | 3%
3 | CC(C)c1cc(N=O)cc(C(C)C)c1O | x | u | 7% | -2% | x | x | 2 | 0% | x
4 | CCCn1c(SCC(=O)Nc2ccc(OC)cc2)nnc1-c1ccncc1 | -10% | -9% | 34%[activator] | -10% | 0% | 6% | 4 | -5% | 0%
5 | COc1ccc(CNC(=O)C2CC(c3ccc(OC)cc3)=NO2)cc1 (centres undefined) | -10% | -5% | 9%[58.9 µM] | -7% | 18% | 15% | -3 | -4% | -3%
6 | Cc1ccc(C(=O)COC(=O)c2cn(-c3ccccc3)nc2-c2ccccc2)cc1[N+](=O)[O-] | 2% | -19% | 3% | -1% | 21% | 0% | -4 | -4% | -6%
7 | COc1cccc(OC)c1NC(=O)C1CCCN1C(=O)Nc1cccc(Cl)c1 (centres undefined) | 4% | -3% | -13% | -12% | 107% | -9% | -12 | -3% | 0%
8 | N#Cc1ccccc1NC(=O)CNc1cc(S(=O)(=O)N2CCOCC2)ccc1NCC1CCCO1 (centres undefined) | x | -8% | 17% | -9% | x | 8% | -5 | -2% | x
9 | C=CCNC(=O)N1CCCC(C(=O)c2cccc(Cl)c2)C1 (centres undefined) | -2% | -16% | 23% | 1% | 0% | -2% | -3 | 0% | 0%
10 | O=C(NC(=S)NCc1ccco1)c1cccc(Cl)c1 | u | x | x | x | u | -18% | x | x | -7%
11 | Cc1cc(Br)ccc1NC(=S)NCCc1ccccc1 | 55%[activator] | -11% | 29% | -1% | 17% | -2% | -4 | -2% | -6%
12 | COc1ccc(-c2noc(CSc3nnc(Cc4ccccc4)n3-c3ccccc3)n2)cc1OC | 87%[activator] | -8% | -21% | -5% | 8% | x | -4 | -2% | -2%
13 | CCOCCCNC(=O)c1ccc2c(c1)ncn2-c1cccc(C)c1 | -2% | -5% | 26% | -3% | 6% | 39% | -6 | -3% | -2%
14 | CCCCCc1cc(=O)oc2c(C(CCN3CCCCC3)c3cc(OC)c(OC)c(OC)c3)c(OC)cc(OC)c12 (centres undefined) | -12% | -27% | 12% | -2% | 5% | 2% | 5 | -13% | 0%
15 | COc1ccc(CCNC(=O)CCn2c(SCC#N)nc3ccccc3c2=O)cc1OC | -5% | 3% | 10% | -3% | 20% | 6% | 0 | -3% | 0%
16 | CC(Cc1cccs1)NC(=O)Nc1ccccc1 (centres undefined) | -18% | -1% | -2% | -8% | 7% | -3% | 2 | 7% | -2%
17 | Cc1ccc(C(C(=O)NC(C)(C)C)N(Cc2ccco2)C(=O)Cn2nnc(-c3cccs3)n2)cc1 (centres undefined) | 7% | -18% | 26% | 0% | -7% | 3% | -5 | -5% | 2%
18 | CC(C)NC(=O)Cn1c(SCC(=O)NC2CCCC2)nc2ccccc21 | -1% | -20% | 162%[activator] | 2% | 19% | 19% | -9 | -3% | 2%
19 | Cc1cccc(-c2nc3c(c(SCC(N)=O)n2)CCCC3)c1 | 7% | -5% | 10% | -8% | -6% | -3% | -12 | 5% | 4%
20 | CCOC(=O)NN1C(=O)c2ccccc2NC1c1ccc(OC)cc1OC (centres undefined) | 54%[activator] | 7% | -2% | -10% | 1% | u | -4 | -3% | -1%
21 | COc1ccc(NC(=O)C2CCN(S(=O)(=O)c3c(C)noc3/C=C/c3cccs3)CC2)cc1Cl | -7% | -2% | -21% | -19% | 0% | x | -2 | -1% | -3%
22 | CCCCCn1c(-c2ccco2)nc2nc3ccccc3nc21 | 63%[activator] | u | 13% | -1% | 1% | 20% | 1 | 2% | -22%
23 | COc1ccc(Nc2cc(C(=O)NCCCN3CCOCC3)c3ccccc3n2)cc1OC | -14% | -3% | 15% | -15% | 2% | 0% | 2 | -3% | -1%
24 | C=CCn1c2ccccc2c2n[nH]c(=S)nc21 | -12% | 10% | -14% | 2% | 32% | 24% | -7 | -4% | -6%
25 | COc1ccc(CCNC(=O)Cn2ncc3c(C)n(Cc4ccccc4F)c(C)c3c2=O)cc1OC | -8% | -16% | 38%[activator] | -17% | u | x | 3 | -1% | -10%
26 | CC(C)[C@@H]1CC[C@@H](C)C[C@H]1OC(=O)C[n+]1cc(-c2ccc(Cl)cc2)n2c1CCCCC2 | -16% | u | 40%[activator] | -12% | 0% | 2% | -6 | -14% | -1%
27 | COc1ccc(CNC(=O)C2CCCN2S(=O)(=O)c2ccc(Cl)cc2)cc1 (centres undefined) | -2% | -11% | -8% | -4% | 0% | 2% | -6 | -1% | 0%
28 | Cc1cc(C)c(S(=O)(=O)N2CCN(c3ccc([N+](=O)[O-])c(-n4nc(C)cc4C)c3)CC2)c(C)c1 | -13% | -19% | -3% | -7% | 7% | 9% | -1 | -1% | -9%
29 | O=c1[nH]ncc(N2CCCCC2)c1Cl | -5% | -17% | 28% | -2% | 14% | 5% | 1 | -3% | -1%
30 | COc1ccc2nc3c(c(-c4ccccc4)c2c1)CCC3 | u | -21% | 15% | -15% | -8% | u | -2 | -2% | -3%&-1%

Values in list order from the list:
BLM helicase inh, compounds 18 to 26 → 2%, 4%, -1%, -3%, -22%, -1%, -6%, -10%, -1%

Continued:
Codes: A = Apoferritin bind; B = Pol eta inh; C = Pol iota inh; D = POLK inh; E = POLB inh; F = APE1 inh; G = LDHA inh; H = Glioma ERSR ind; I = BLM helicase inh
31	CC1CCCN(c2c([N+](=O)[O-])c(=O)oc3ccccc23)C1 (centres undefined)
  A: 7% | B: -3% | C: 17% | D: -6% | E: u | F: -5% | G: -5 | H: -2% | I: -4%
32	O=C(COC(=O)c1ccc(O)cc1O)NC1CC1
  A: x | B: -19% | C: 11% | D: 9% | E: x | F: -10% | G: 1 | H: -2% | I: x
33	Cc1ccccc1OCC(=O)Nc1ccc2c(c1)OCCO2
  A: -9% | B: -1% | C: 6% | D: -6% | E: -25% | F: -5% | G: -5 | H: -1% | I: -1%
34	Nc1nc(SCC(=O)NCCCO)nc2sc3c(c12)CCC3
  A: -12% | B: 2% | C: 15% | D: -14% | E: 36% | F: 4% | G: 0 | H: -1% | I: -2%
35	COc1ccc(CCN(C)C(=O)CN2C(=O)NC3(CCCc4ccccc43)C2=O)cc1OC (centres undefined)
  A: x | B: -9% | C: 7% | D: 3% | E: x | F: 24% | G: 0 | H: -4% | I: x
36	c1ccc(-c2csc(-c3nc4ccccc4[nH]3)n2)cc1
  A: x | B: x | C: x | D: -13%[19.4 µM] | E: x | F: 3% | G: x | H: -3% | I: 2%
37	COc1ccccc1C(=O)ON=C1c2ccccc2-c2ccccc21
  A: -2% | B: -11% | C: -7% | D: -4% | E: 0% | F: 6% | G: 2 | H: 4% | I: 3%
38	O=C(Cn1nc(Cc2cccnc2)c2ccccc2c1=O)N1CCN(c2ccccn2)CC1
  A: -4% | B: 2% | C: -9% | D: 6% | E: -15% | F: 1% | G: -1 | H: -3% | I: -3%
39	Cc1ccccc1NC(=S)N(CCCN1CCOCC1)Cc1cccs1
  A: 0% | B: -18% | C: 21% | D: -12% | E: 20% | F: 1% | G: -10 | H: -5% | I: 3%
40	COc1ccc(CCNC(=O)Cc2ccc(NC(=O)N3CCSc4ncccc43)cc2)cc1OC
  A: -7% | B: -5% | C: 8% | D: -10% | E: 3% | F: x | G: -24&2 | H: -3% | I: 2%
41	CC(C)c1cc(C(N)=O)c(NC(=O)c2cccc(COc3ccc(Br)cc3)c2)s1
  A: 133%[activator] | B: -5% | C: 0% | D: -7% | E: 0% | F: -7% | G: 1 | H: -6% | I: -12%
42	O=C(N/C(=C\c1cccc([N+](=O)[O-])c1)C(=O)N1CCOCC1)c1ccco1
  A: -3% | B: -18% | C: 159%[activator] | D: -7% | E: 1% | F: 37% | G: -4 | H: -3% | I: -1%
43	CCCCc1ccc(NC(=S)N2CCN(c3ncccn3)CC2)cc1
  A: -16% | B: -8% | C: 50%[activator] | D: -10% | E: 0% | F: 0% | G: -7 | H: -2% | I: -1%
44	Clc1ccc(CSc2nnc(-c3c[nH]c4ccccc34)o2)cc1
  A: -4% | B: -7% | C: u | D: -21% | E: 5% | F: 1% | G: -4 | H: 0% | I: -11%
45	O=C(O)CC1(CC(=O)NCc2cccc(Cl)c2)CCCCC1
  A: 1% | B: -8% | C: -6% | D: -6% | E: 31% | F: 2% | G: -2 | H: -2% | I: 0%
46	O=S(=O)(NCc1cccnc1)c1cccc2cccnc12
  A: 9% | B: -7% | C: 41%[activator] | D: 2% | E: 0% | F: 12% | G: 3 | H: -4% | I: 2%

Some of the entries so far, with one line to a screen:
27: COc1ccc(CNC(=O)C2CCCN2S(=O)(=O)c2ccc(Cl)cc2)cc1 (centres undefined)
28: Cc1cc(C)c(S(=O)(=O)N2CCN(c3ccc([N+](=O)[O-])c(-n4nc(C)cc4C)c3)CC2)c(C)c1
29: O=c1[nH]ncc(N2CCCCC2)c1Cl
30: COc1ccc2nc3c(c(-c4ccccc4)c2c1)CCC3
31: CC1CCCN(c2c([N+](=O)[O-])c(=O)oc3ccccc23)C1 (centres undefined)
32: O=C(COC(=O)c1ccc(O)cc1O)NC1CC1
screen / no.	27	28	29	30	31	32
Apoferritin bind	-2%	-13%	-5%	u	7%	x
Pol eta inh	-11%	-19%	-17%	-21%	-3%	-19%
Pol iota inh	-8%	-3%	28%	15%	17%	11%
POLK inh	-4%	-7%	-2%	-15%	-6%	9%
POLB inh	0%	7%	14%	-8%	u	x
APE1 inh	2%	9%	5%	u	-5%	-10%
LDHA inh	-6	-1	1	-2	-5	1
Glioma ERSR ind	-1%	-1%	-3%	-2%	-2%	-2%
BLM helicase inh	0%	-9%	-1%	-3%&-1%	-4%	x
